Compound activity from PubChem.
RAD54 inh: inhibitors of human RAD54 branch migration, primary screen, biochemical, fluorescence, single point; DNA repair and recombination protein RAD54-like (Homo sapiens), Q92698; RAD54 Holliday junction branch migration, FAM/BHQ fluorescence; inhibition, % at 10.4 µM; actives 0.14% (n = 360,000);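 active means mean normalized replicate activity at least 40 and at least half of replicates scoring 40 or more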;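 further: 0% = median of neutral control wells and 100% = median of positive control wells; inhibitors cause a drop in the FAM fluorescence signal; in these data hits start at about 50%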
Target sequence (Q92698 whole entry, looked up): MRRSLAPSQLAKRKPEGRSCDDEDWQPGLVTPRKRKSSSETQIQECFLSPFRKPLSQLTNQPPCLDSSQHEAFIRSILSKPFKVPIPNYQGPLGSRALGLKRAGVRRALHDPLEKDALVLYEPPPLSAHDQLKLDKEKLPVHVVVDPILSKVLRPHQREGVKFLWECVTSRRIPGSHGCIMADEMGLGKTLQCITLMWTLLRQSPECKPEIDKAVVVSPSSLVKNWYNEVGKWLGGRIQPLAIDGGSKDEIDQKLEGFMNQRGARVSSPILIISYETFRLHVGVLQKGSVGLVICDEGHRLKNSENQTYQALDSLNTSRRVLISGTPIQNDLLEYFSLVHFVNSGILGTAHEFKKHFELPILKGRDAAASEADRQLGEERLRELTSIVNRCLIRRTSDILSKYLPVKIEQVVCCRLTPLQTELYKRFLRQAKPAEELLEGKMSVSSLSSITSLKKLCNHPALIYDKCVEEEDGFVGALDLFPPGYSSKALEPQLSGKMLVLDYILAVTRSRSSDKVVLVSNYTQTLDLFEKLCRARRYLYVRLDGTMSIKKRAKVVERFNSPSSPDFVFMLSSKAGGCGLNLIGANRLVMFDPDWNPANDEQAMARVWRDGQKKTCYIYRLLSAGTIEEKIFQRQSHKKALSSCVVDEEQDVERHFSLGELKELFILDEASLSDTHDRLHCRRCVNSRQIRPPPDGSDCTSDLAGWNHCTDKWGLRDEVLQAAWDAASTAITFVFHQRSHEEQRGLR
An asterisk follows results filed as active. The list is partial; count on the stated rates, not on these rows.

SMILES	RAD54 inh
O=C(O/N=C/c1cccc([N+](=O)[O-])c1)C1CC1	4
CCOC(=O)Cc1csc(NC(=O)CSc2nnnn2-c2ccc(C)cc2C)n1	-7
O=C(CSc1nnc(-c2ccc(Cl)cc2Cl)n1C1CCCCC1)N1CCCC1	-14
CCn1c(C)nc2cc(-c3nnc(-c4c(-c5ccccc5)noc4C)o3)ccc21	4
C=CCNC(=S)Nc1ccc2nc(C)c(C)nc2c1	7
O=C(Nc1cccc(Cl)c1)N1CCSc2cc(Cl)ccc21	1
Nc1ccc(Cl)cc1/C(=N/O)c1ccccc1	-8
Cc1onc(-c2ccccc2Cl)c1-c1nc(-c2ccncc2)no1	-6
CCSC(C)CC1CC(=O)CC(=O)C1 (configuration not stated)	0
CCOCc1nnc(NS(C)(=O)=O)s1	2
C/C(=N\NC(=O)c1c(Cl)c(C)nn1C)c1ccc(NC(=O)COc2ccc(Cl)cc2C)cc1	18
CCOc1nc(NC2CCCCC2)nc(NC(C)(C)C)n1	13
Cc1ccc(N(C(=O)C2CCC(=O)N2)C2(C(=O)NC3CCCCC3)CCCCC2)cc1 (configuration not stated)	19
CCOc1ccccc1C(=O)N1CCC(C(=O)c2ccc(F)cc2)CC1	-3
O=C(Nc1ccccc1N1CCCC1)c1cccnc1	4
COc1ccc(OC)c(-c2csc(N(Cc3ccco3)C(=O)c3cccs3)n2)c1	-6
O=C(Nc1ccccc1)Nc1ccccc1C(=O)NCc1ccccc1	-3
Cc1ccc(NC(=O)CC2SCCNC2=O)cc1Cl (configuration not stated)	5
CCOC(=O)c1[nH]c2ccc(OC)cc2c1NC(=O)CCN1CCc2ccccc2C1	2
CCOC(=O)N1CCC(NC2CCCCCCC2)CC1	-2
CCc1ccc2c(COn3nnc4ccc(S(=O)(=O)N(C)C)cc43)cc(=O)oc2c1	7
CCCCCn1c(CN(C)Cc2ccccc2)nc2c1c(=O)n(C)c(=O)n2C	-6
CCN(CC)c1ccc(C(NC(C)=O)NC(C)=O)cc1	-7
CCOC(=O)c1[nH]c2ccccc2c1N=C(C)N(CC)CC	-3
O=c1[nH]c(=O)n(Cc2ccco2)c2c1C(C(F)(F)F)(C(F)(F)F)N=C(c1ccc(F)cc1)N2	0
CCn1c(=O)[nH]c2ccccc2c1=O	-6
COC(=O)c1cc(OC)c(OC)cc1NC(=O)CCC1CCCC1	-3
COc1ccc(N(CC(=O)NC2CCCC2)C(=O)CCC(=O)Nc2cc(C)on2)c(OC)c1	3
Cc1ccc(CNC(=O)CCNS(=O)(=O)c2ccc3c(c2)c(=O)n(C)c(=O)n3C)cc1	2
O=C(CSc1ncnc2nc[nH]c12)NCCc1ccccc1	9
Cc1cccc(C)c1OCc1nnc2c3cnn(C)c3ncn12	-4
c1ccc2c(c1)CCN(Cc1nnnn1Cc1ccc3c(c1)OCO3)C2	2
CCOC(=O)c1c(N2C(=O)Nc3cc(Cl)c(Cl)cc3N2O)sc2c1CCCCC2	-1
Cn1c(SCC(=O)OC2CCCCC2)nnc1-c1ccc2c(c1)OCO2	-1
COc1cc2c(cc1OC)C(=O)CCS2	-2
Cc1ccc(NC2=NCCCCC2)cc1C	-17
Cc1c(-c2ccccc2)[n+](=O)c2c(n1[O-])CCC2	-4
CN(C(=O)COc1cccc(Br)c1)C1CCS(=O)(=O)C1 (configuration not stated)	3
CCOC(=O)C1=C(C)NC(=O)CC1c1ccccc1 (configuration not stated)	-2
O=C(Nc1ccc2c(c1)OCCO2)C1CCN(S(=O)(=O)c2ccc(Br)s2)CC1	15
CCCCn1c(SCC(=O)OCC)nnc1-c1ccoc1C	-3
COc1ccc(Nc2nc(-c3sc(N)nc3C)cs2)cc1	-25
CN1CCC(N(C)C(=O)CCc2nc3ccccc3c(=O)[nH]2)CC1	-9
CCN(CC)c1ccc(NC(=O)COc2ccc(C)cc2)cc1	-7
COc1ccc(S(=O)(=O)C(C#N)c2nc3ccccc3nc2N2CCCC(C)C2)cc1 (configuration not stated)	-7
O=C(Nc1ccccc1-c1ccccc1)c1ccco1	-10
CCOC(=O)c1ccc(N2C(=O)C3ON(c4ccccc4)C(c4ccco4)C3C2=O)cc1 (configuration not stated)	0
O=C(CCc1ccccc1)NCc1cccnc1	-3
COc1cccc(CNC(=O)C(=O)NCC2CCCO2)c1 (configuration not stated)	1
CCOC(=O)N1CCN(c2c(NCCCN(CC)CC)c(=O)c2=O)CC1	-15
C=CCn1c(Cc2cccs2)nnc1SCC(=O)NCc1ccco1	0
N#CCCN1CCN(CCC#N)CC1	-3
NC(=O)CCn1nc(-c2ccccc2)c2ccccc2c1=O	-10
COc1ccc(-c2nnc(SCC(=O)Oc3ccc(C)cc3)o2)cc1	-3
CS(=O)(=O)N1CCc2cc(C(=O)OCC(=O)c3ccccc3)ccc21	-2
COc1ccc2[nH]c(=O)c(CN(Cc3nnnn3Cc3ccccc3)CC3CCCO3)cc2c1 (configuration not stated)	0
CC(=O)N1CCc2cc(S(=O)(=O)NC(C(=O)NCc3ccccc3)C(C)C)ccc21 (configuration not stated)	0
Cc1ccc(-c2nc3cnccn3c2Nc2ccc3c(c2)OCCO3)o1	11
COc1ccccc1Cn1c(=O)[nH]c2cccnc21	-23
O=C(NCc1ccc2c(c1)OCO2)C(c1ccco1)N(C(=O)c1csnn1)c1ccccc1 (configuration not stated)	11
Additional entries:
SMILES	RAD54 inh
O=C(NCC1CCCO1)c1ccc2c(c1)C(=O)N(C1CCCCC1)C2=O (configuration not stated)	9
O=c1cc2c(nn1Cc1ccc(Cl)cc1)-c1ccccc1CC2	-1
CCOc1cccc(-c2nnc(SCC(=O)Nc3cccc(OC)c3)n2N)c1	2
Cc1ccc2c(c1)N(CCC(=O)NCc1cccs1)C(=O)C(C)O2 (configuration not stated)	7
O=C1CC(N2CCN(c3ccccc3Cl)CC2)C(=O)N1c1ccccc1 (configuration not stated)	-2
COCCNc1nc(=S)[nH]c2cc(OC)c(OC)cc12	2
CN(C)c1ccc(N/C=C/C(=O)C(C)(C)C)cc1	3
O=C(c1cnn2c(C(F)(F)F)cc(-c3ccco3)nc12)N1CCCc2ccccc21	0
CCCCOC(=O)C1=C(C)Nc2ncnn2C1c1cc(OC)c(OC)cc1OC (configuration not stated)	5
CC(=O)Nc1ccc(S(=O)(=O)NCC(=O)OCC(=O)N2CCc3ccccc32)cc1	-23
COc1ccccc1C(=O)N1CCN(Cc2ccc3c(c2)OCO3)CC1	-7
Cc1c(C(=O)NCc2ccoc2)oc2ccc3c(c12)C(=O)CC(C)(C)O3	-1
CC(C)NC(=O)Nc1cccs1	-1
O=C(O)c1cccc(S(=O)(=O)Nc2ccccc2Cl)c1	11
CCn1cc(Br)c(C(=O)NC(C)c2ccccc2)n1 (configuration not stated)	1
C=C1C(=O)O[C@H]2[C@H]1[C@@H](O)CC(=C)[C@@H]1CC(=O)[C@@H](C)[C@H]21	0
Cc1c(O)ccc2c3c(c(=O)oc12)CCCC3	-4
CCn1nnnc1SCC(=O)Nc1nc2ccc(OC)cc2s1	2
Cc1c(Cl)cccc1NC(=O)c1nc(C)n(-c2cc(OC(C)C)c(Cl)cc2Cl)n1	-5
COc1ccc(Cn2c(=O)n(Cc3ccco3)c(=N)c3c4c(sc32)COC(C)(C)C4)cc1	-3
O=S(=O)(c1ccc(Cl)cc1)N1CCCC1c1nc(-c2cccc(Cl)c2)no1 (configuration not stated)	-8
CCOC(=O)C1=C(C)OC(N)=C(C#N)C1c1ccc(OC)c(C)c1OC (configuration not stated)	-6
CCOC(=O)Cc1nnc(NC(=O)c2ccco2)s1	-16
COc1ccc(CCNC(=S)Nc2cccc(C)c2C)cc1	-1
N=c1c2c3c(sc2ncn1CCCN1CCOCC1)CCCCC3	2
O=C(Nc1ccc(N2CCN(C(=O)c3ccco3)CC2)cc1)C(c1ccccc1)c1ccccc1	3
CCOC(=O)C1Cn2c(nc3c(c2=O)C(C)(C)Cc2ccccc2-3)S1 (configuration not stated)	7
CC(Oc1ccccc1F)C(=O)NCCN1CCCCC1 (configuration not stated)	11
Cc1cccc([C@@H]2[C@@H]3C(=O)N(Cc4ccccc4)C(=O)[C@@H]3[C@]3(C)C(=O)N(c4ccc(Br)cc4)C(=O)N23)c1	5
O=C(NC1CCCCC1)C(c1cccs1)N(Cc1cccs1)C(=O)c1cccs1 (configuration not stated)	-2
CCCNC(=O)c1ccccc1NS(=O)(=O)c1ccc2c(c1)OCCO2	16
CC(C)Oc1cc(C(=O)N2CCC(N3CCCCC3)CC2)ccc1Nc1nnc(Cl)c(Nc2ccccc2S(C)(=O)=O)n1	23
CCN(Cc1cc2ccccc2[nH]c1=O)C(=O)c1cccnc1	-3
c1ccc(CC2CCN(c3nc4ccccc4n4nnnc34)CC2)cc1	8
Cc1cc(C)nc(NC2=NCC(=O)N2c2cc(Cl)cc(Cl)c2)n1	-1
COc1nc(Nc2cccc(C)c2)nc(N2CCCCC2)n1	2
CNC(=O)c1cc(Nc2nnc(C)c3ccccc23)ccc1OC	13
Cc1ccc(OCCCC(=O)NC(C)c2ccccc2)cc1 (configuration not stated)	8
CCCCNC(=O)C(C#N)c1nc2ccccc2nc1N1CCN(Cc2ccc3c(c2)OCO3)CC1 (configuration not stated)	-14
CCC(C)C(=O)N1CCCC(c2nc(-c3cccs3)no2)C1 (configuration not stated)	-8
Cc1cnn(-c2cc(Oc3ccccc3)ncn2)c1	-10
O=C(c1ccco1)N1CCN(CC(=O)N(C2CCCCC2)C2CCS(=O)(=O)C2)CC1 (configuration not stated)	-59
CCOC(=O)C1=C(CC)Nc2ccccc2N=C1NC(=O)c1ccc(S(=O)(=O)N(C)C)cc1	9
CCCn1c2c(c(O)c(C(=O)NCc3ccccc3)c1=O)CCCC2	1
CC(=O)N(CCC1(C(C)C)CCOC(C)(C)C1)Cc1ccco1 (configuration not stated)	2
Cc1ccc(C)c(NC(=O)C2C3CCCC2C3c2ccccc2)c1 (configuration not stated)	-3
Cc1occc1-c1nnc(SCC(=O)NCC2CCCO2)n1C (configuration not stated)	-6
CC12CCC(C(=O)N(CSC(=S)N/N=C\c3ccccc3O)C1=O)C2(C)C (configuration not stated)	-6
O=[N+]([O-])c1nn(-c2ccc3c(c2)OCCO3)n(O)c1=NC1CCCCCC1	-3
CCN(CC)CCNC(=O)C(C(=O)c1ccccc1)n1ccccc1=O (configuration not stated)	-4
CCNC(=O)n1nccc1C(C)Oc1cccc(C(F)(F)F)c1 (configuration not stated)	-1
CCC(CC)C(=O)Nc1cccc(C(=O)Nc2ccc(OC)cc2[N+](=O)[O-])c1	-3
COc1cc(CNn2nnnc2N)cc(Br)c1OCc1c(Cl)cccc1Cl	-3
O=C(OCc1cc2ccccc2[nH]c1=O)c1cccnc1	-3
CSC(=O)NC12CC3CC(CC(C)(C3)C1)C2	0
COc1ccc(N2CCN(C(=O)CCCCCn3c(=S)[nH]c4cc5c(cc4c3=O)OCO5)CC2)cc1	-1
CCCCNC(=S)NNC(=O)c1csc(C(C)C)c1	-17
CCOc1ccc(S(=O)(=O)Nc2cccnc2)cc1	2
CN1C(=S)SC(/[N+]([O-])=C\c2ccc(Cl)cc2)C1(C)C (configuration not stated)	9
CCOC(=O)Cn1c(C)nc2c(C(=O)OCC)sc(C)c2c1=O	-3
(list continues)
SMILES	RAD54 inh
COc1cccc(OC)c1C(=O)N1CCN(Cc2ccc3c(c2)OCO3)CC1	-11
CCOC(=O)CC1C(=O)NCCN1S(=O)(=O)c1ccc(Cl)cc1 (configuration not stated)	-4
O=C(COC(=O)c1cccs1)NCc1ccc2c(c1)OCO2	6
O=C(NCc1ccco1)c1ccc(Cn2c(=O)c3ccccc3n(Cc3cccc(Cl)c3)c2=O)cc1	-1
CCCCC(=O)OCc1cn(-c2ccc(Cl)cc2)nn1	0
O=C(NC1CCCCC1)c1ccc(OC2CCN(Cc3ccccn3)CC2)cc1	3
Cc1cc(C)cc(NC(=O)N2CCCC2C(=O)Nc2ccc(-n3cnnn3)c(C)c2)c1 (configuration not stated)	-1
O=C1COc2cccnc2N1	-13
Cc1nnc(SCc2cnc(-c3ccc(C(C)C)cc3)s2)n1C	-6
O=C(O)c1cccc(NS(=O)(=O)c2ccc(Cl)c(C(=O)O)c2)c1	-3
CCn1c(/N=C/c2c[nH]c3ccccc23)nc2ccccc21	7
COC(=O)Nc1ccc(S(=O)(=O)N2CCC(C)CC2)cc1	3
